# Compound activity from PubChem BioAssay.
# FLuc inhib CS: Photinus pyralis luciferase inhibition counter-screen. P08659. ATPLite firefly luciferase biochemical luminescence, 10 min. inhibition, % at 10 µM. 200,000 tested, 1.5% active. AID 1006;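 active means inhibition above about 50% when tested at 10 µM, limit read from the data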
# Target sequence (P08659 whole entry, looked up): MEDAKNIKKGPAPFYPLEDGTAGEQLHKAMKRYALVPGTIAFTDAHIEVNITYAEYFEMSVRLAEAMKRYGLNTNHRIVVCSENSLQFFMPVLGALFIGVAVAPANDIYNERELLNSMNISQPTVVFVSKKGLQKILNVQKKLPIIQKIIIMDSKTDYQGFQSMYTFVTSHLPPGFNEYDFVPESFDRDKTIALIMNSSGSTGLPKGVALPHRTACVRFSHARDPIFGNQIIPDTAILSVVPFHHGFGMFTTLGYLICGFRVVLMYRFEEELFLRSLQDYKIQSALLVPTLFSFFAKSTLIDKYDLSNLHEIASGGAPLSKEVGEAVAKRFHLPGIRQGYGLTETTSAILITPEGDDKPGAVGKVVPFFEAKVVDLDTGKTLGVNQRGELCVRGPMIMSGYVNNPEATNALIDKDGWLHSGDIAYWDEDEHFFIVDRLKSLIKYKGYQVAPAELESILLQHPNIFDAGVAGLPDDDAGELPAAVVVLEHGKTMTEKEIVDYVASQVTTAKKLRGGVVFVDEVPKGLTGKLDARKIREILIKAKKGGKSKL
# STAT1 act: increases IFN-gamma driven STAT1 reporter signal | NIH 3T3 STAT1-luciferase reporter, luminescence; 100% = IFN-gamma alone, no compound | activation (% of control), % at 5.5 µM | 200,000 tested, 2.6% active;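 active means activation above the screen-wide mean activation plus 3 SD, cut at about 130% in these data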;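 further: raw ratio to IFN-gamma control signal so 100% means no change and 0% no light; values of inactives mirror those of a sister screen read the other way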
# APP 5'UTR act: activates APP 5'UTR luciferase reporter. AID 1276. activation, % at 2 µM. SH-SY5Y APP 5'UTR luciferase reporter, luminescence; zero percent = DMSO vehicle wells. 190,000 tested, 1% active;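 active means activation above a set limit, based on mean plus 3 SD of controls, cut at about 140% in these data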; further: values of inactives mirror those of a sister screen read the other way
# APP transl inh: APP translation inhibition; AID 1285; 190,000 tested, 0.82% active; SH-SY5Y APP 5'UTR-luciferase reporter, luminescence; inhibition, % at 2 µM;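 active means inhibition above a set limit, derived from the sample mean plus 3 SD, cut at about 45% in these data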; further: values of inactives mirror those of a sister screen read the other way
# STAT3 inh: STAT3 signaling inhibition; U3A cells, IL-6 STAT3-luciferase reporter, luminescence; host cell line lacks STAT1; 190,000 tested, 0.89% active; inhibition, % at 5.5 µM;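 active means inhibition above the mean inhibition across all screened compounds plus 3 SD, cut at about 44% in these data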;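 further: 0% = DMSO only wells and 100% = 100 µM nifuroxazide control wells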
# NF-kB expr up: compounds increasing NF-kB expression in human neuronal cells | NF-kB reporter expression; hits give high values | fold change at 12.5 µM | 190,000 tested, 1.6% active | AID 1239; in the data active means fold change above about 3.3
# ROMK primary: modulates human ROMK potassium channel activity. P48048. B-score at 10 µM. Tet-inducible ROMK, thallium flux fluorescence; actives lie on both sides. 130,000 tested, 2% active;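 active means signal ratio slope over the read window, or its plate-corrected B-score, at least 3 SD from the plate mean, either direction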;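 further: B-score of the F/F0 ratio slope over 7 to 12 s after thallium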
# Target sequence (P48048 whole entry, looked up): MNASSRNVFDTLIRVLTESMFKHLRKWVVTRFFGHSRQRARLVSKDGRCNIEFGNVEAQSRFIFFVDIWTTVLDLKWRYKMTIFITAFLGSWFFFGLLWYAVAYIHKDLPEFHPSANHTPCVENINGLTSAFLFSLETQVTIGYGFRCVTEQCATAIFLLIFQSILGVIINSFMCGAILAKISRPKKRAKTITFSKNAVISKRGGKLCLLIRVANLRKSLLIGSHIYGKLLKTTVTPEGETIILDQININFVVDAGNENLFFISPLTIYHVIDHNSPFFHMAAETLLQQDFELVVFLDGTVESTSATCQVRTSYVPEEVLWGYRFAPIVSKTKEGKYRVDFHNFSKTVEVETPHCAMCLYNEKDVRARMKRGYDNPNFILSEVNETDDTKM
# FLuc act counter: firefly luciferase counter-screen for stimulation assays | P08659 | ATPlite luciferase biochemical, luminescence, 10 min; 0 = ATP-free wells, 1 = DMSO control | activation factor at 10 µM | 200,000 tested, under 10 active | AID 1027;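 active means luciferase activation factor, scaled between plate controls, of at least 2 with compound at 10 µM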
#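 assay system = Luciferase/luciferin detection reagent, cell-free biochemical luciferase assay | also added = ATP substrate | times = 10 min post-reagent at room temperature | measured by = luminescence from luciferase reaction | measure = luciferase activation, seen as luminescence increase over controls | benchmarks = low control with PBS replacing ATP, high control enzyme plus ATP without compound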
# STAT1 blocker: inhibitors of IFN-gamma induced STAT1 signaling. NIH 3T3 STAT1-luciferase reporter, luminescence. inhibition, % at 5.5 µM. 200,000 tested, 0.35% active. AID 920;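 active means inhibition above a set limit, the mean inhibition across all tested compounds plus 3 SD, cut at about 34% in these data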;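 further: 0% = IFN-gamma with DMSO and 100% = IFN-gamma with 300 µM nifuroxazide; values of inactives mirror those of a sister screen read the other way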
# STAT3 act: STAT3 signaling activation | AID 871 | U3A cells, IL-6 STAT3-luciferase reporter, luminescence; 100% = signal with IL-6 EC80 alone | 190,000 tested, 0.91% active | activation (% of control), % at 5.6 µM;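 active means activation above the screen-wide mean of compound activation plus 3 SD, cut at about 130% in these data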;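 further: 0% = background luminescence of wells with medium and substrate only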
#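 Test system: human U3A cells carrying STAT3-luciferase construct; control set: IL-6-only wells as 100% reference; timing: compound pre-incubation 1 h before IL-6, then 6 h stimulation at 37 °C; also added: IL-6 stimulus at 33 ng/mL final; evaluation: % activation versus median of IL-6-stimulated wells; detection: reporter luminescence signal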
# The depositor's hits bear a star; . = not tested or not shown.
1. O=C(c1ccncc1)c1ccc(NS(=O)(=O)c2ccc(Br)s2)cc1
2. CN1CCCC(OC(=O)c2ccc3c(c2)OCCO3)C1 (configuration not stated)
3. COc1ccc(OCCCC(=O)N2CCCc3ccccc32)cc1
4. COc1ccccc1NC(=O)Nc1cccnc1
5. S=C(NCc1cccnc1)Nc1ccc(Cl)cc1
6. Cc1cc(C)nc(SCNC(=O)c2ccc(Cl)cc2)n1
7. Cc1ccc(C(OCC(O)CN2CCCCC2CO)c2ccccc2)cc1 (configuration not stated)
8. CC(C)(C(=O)c1ccccc1)/[N+]([O-])=C/c1ccccc1
9. CCOCCCNC(=O)c1cn(CC(C)C)c(=O)c2cc(OC)c(OC)cc12
10. COc1ccc(NC(=O)CSC2=C(C#N)C(c3ccco3)C3=C(CCCC3=O)N2)c(OC)c1 (configuration not stated)

Compound,1,2,3,4,5,6,7,8,9,10
FLuc inhib CS,-1,-9,-8,8,-9,-3,-8,.,-3,-4
STAT1 act,100,103,99,105,93,100,101,93,100,76
APP 5'UTR act,16,8,8,3,-13,16,-15,0,-21,-24
APP transl inh,-16,-8,-8,-3,13,-16,14,0,22,24
STAT3 inh,15,0,15,-3,11,-3,-1,18,-7,-2
NF-kB expr up,0.84,1.2,1.2,1.1,0.93,1.1,0.97,.,0.91,0.93
ROMK primary,.,.,-0.16,-0.91,.,0.91,-1.2,.,.,-0.77
FLuc act counter,1,1.1,1.1,0.9,1.1,1,1.1,.,1,1
STAT1 blocker,0,-3,1,-7,7,0,-3,8,1,22
STAT3 act,92,104,90,107,92,103,105,93,106,102

# Rewritten field by field: four of the compounds above
[9] CCOCCCNC(=O)c1cn(CC(C)C)c(=O)c2cc(OC)c(OC)cc12
  FLuc inhib CS = -3 | STAT1 act = 100 | APP 5'UTR act = -21 | APP transl inh = 22 | STAT3 inh = -7 | NF-kB expr up = 0.91 | ROMK primary = . | FLuc act counter = 1 | STAT1 blocker = 1 | STAT3 act = 106
[8] CC(C)(C(=O)c1ccccc1)/[N+]([O-])=C/c1ccccc1
  FLuc inhib CS = . | STAT1 act = 93 | APP 5'UTR act = 0 | APP transl inh = 0 | STAT3 inh = 18 | NF-kB expr up = . | ROMK primary = . | FLuc act counter = . | STAT1 blocker = 8 | STAT3 act = 93
[10] COc1ccc(NC(=O)CSC2=C(C#N)C(c3ccco3)C3=C(CCCC3=O)N2)c(OC)c1 (configuration not stated)
  FLuc inhib CS = -4 | STAT1 act = 76 | APP 5'UTR act = -24 | APP transl inh = 24 | STAT3 inh = -2 | NF-kB expr up = 0.93 | ROMK primary = -0.77 | FLuc act counter = 1 | STAT1 blocker = 22 | STAT3 act = 102
[3] COc1ccc(OCCCC(=O)N2CCCc3ccccc32)cc1
  FLuc inhib CS = -8 | STAT1 act = 99 | APP 5'UTR act = 8 | APP transl inh = -8 | STAT3 inh = 15 | NF-kB expr up = 1.2 | ROMK primary = -0.16 | FLuc act counter = 1.1 | STAT1 blocker = 1 | STAT3 act = 90

# Continued.
11. CCOC(=O)C1CCCN(CCC(=O)Nc2ccccc2)C1 (configuration not stated)
12. CC1=Nc2ccc3ccccc3c2C1(C)C
13. O=C(O)CC(NS(=O)(=O)c1c(F)cc(F)cc1Br)c1ccccc1Cl (configuration not stated)
14. CCc1ccccc1NC(=O)c1cnc2n(c1=O)CCS2
15. Cc1cc2oc(=O)cc(Cn3ccnc3)c2cc1C
16. CCc1ccc(NC(=O)N2CCC(c3ccccc3)C2)cc1 (configuration not stated)
17. NC(=O)CS(=O)(=O)c1nc2ccccc2n1Cc1ccccn1
18. COc1ccc(C(=O)CSc2nnc(CNc3ccc(C)cc3C)n2Cc2ccco2)cc1
19. Cc1no[n+]([O-])c1COc1ccc(/C=C(\C#N)C(N)=O)cc1
20. O=S(=O)(c1ccccc1F)N1CCN(CC(O)c2ccccc2)CC1 (configuration not stated)

Compound,11,12,13,14,15,16,17,18,19,20
FLuc inhib CS,-6,-7,-7,-2,-6,42,-8,-5,-1,-7
STAT1 act,90,105,104,112,106,161*,93,99,90,98
APP 5'UTR act,13,6,-8,5,-9,164*,12,-7,3,-9
APP transl inh,-13,-6,8,-5,9,-164,-12,7,-3,9
STAT3 inh,-5,8,-2,13,-1,7,13,2,2,8
NF-kB expr up,1,1.2,1.2,1.6,1.4,4.3*,1.3,1.1,1,1.4
ROMK primary,.,-1.4,0.44,.,-6.3*,-0.29,-0.34,.,-1,0.0061
FLuc act counter,1.1,1.1,1.1,1,1.1,0.6,1.1,1.1,1,1.1
STAT1 blocker,11,-7,-5,-13,-6,-66,6,1,11,0
STAT3 act,105,94,103,93,106,99,98,101,100,100

21. CC(C)CN1C(=O)c2ccc(NC(=O)c3cccs3)cc2C1=O
22. COc1ccc(-n2nc(C(=O)NCC(=O)N3CCN(c4ccccn4)CC3)c3ccccc3c2=O)cc1Cl
23. COC(=O)C1=C(O)/C(=C\c2ccc(O)c(OC)c2)N=C1C
24. CCC(C)(C)NC(=O)Cc1ccc(OC)c(OC)c1
25. CC(N=C1NS(=O)(=O)c2ccccc21)C(=O)N1CCc2ccccc2C1 (configuration not stated)
26. COc1ccc(CNC(=O)C2Cc3ccccc3CN2C(=O)c2ccco2)cc1 (configuration not stated)
27. COc1ccc(-c2cc3nc4c(c(=O)n3[nH]2)CCC4)cc1
28. O=C(/C=C/c1cccc([N+](=O)[O-])c1)NCCSCc1ccccc1Cl
29. Cc1ccc(N2CCN(C(=O)CCc3nc4ccccc4[nH]3)CC2)c(C)c1
30. COc1ccc(CCNC(=O)C23CN(Cc4ccccc4)CC2C(c2cccc([N+](=O)[O-])c2)=NO3)cc1 (configuration not stated)

Compound,21,22,23,24,25,26,27,28,29,30
FLuc inhib CS,8,44,-6,-2,0,-3,52*,-4,-5,3
STAT1 act,120,100,108,103,105,100,122,103,92,100
APP 5'UTR act,17,12,-6,-2,10,-11,12,10,3,7
APP transl inh,-17,-12,6,2,-10,11,-12,-10,-3,-6
STAT3 inh,9,9,-8,-15,-21,0,12,-1,26,-1
NF-kB expr up,1.5,1.3,1,1,1.3,0.87,2.6,1.1,0.87,1.4
ROMK primary,-0.16,-0.64,-0.2,.,-0.18,0.13,.,-0.42,.,.
FLuc act counter,0.9,0.6,1.1,1,1,1,0.5,1,1.1,1
STAT1 blocker,-21,-2,-9,-3,-5,0,-24,-4,9,0
STAT3 act,90,102,107,116,118,101,92,101,85,105

# Four entries out of the list, sorted by formula weight, highest first:
30. COc1ccc(CCNC(=O)C23CN(Cc4ccccc4)CC2C(c2cccc([N+](=O)[O-])c2)=NO3)cc1 (configuration not stated)
28. O=C(/C=C/c1cccc([N+](=O)[O-])c1)NCCSCc1ccccc1Cl
2. CN1CCCC(OC(=O)c2ccc3c(c2)OCCO3)C1 (configuration not stated)
15. Cc1cc2oc(=O)cc(Cn3ccnc3)c2cc1C

Compound,30,28,2,15
FLuc inhib CS,3,-4,-9,-6
STAT1 act,100,103,103,106
APP 5'UTR act,7,10,8,-9
APP transl inh,-6,-10,-8,9
STAT3 inh,-1,-1,0,-1
NF-kB expr up,1.4,1.1,1.2,1.4
ROMK primary,.,-0.42,.,-6.3*
FLuc act counter,1,1,1.1,1.1
STAT1 blocker,0,-4,-3,-6
STAT3 act,105,101,104,106

# Carrying on.
31. CC1(C)NC(=O)N(CC(O)CN2CCCCC2)C1=O (configuration not stated)
32. S=c1[nH]nc(CSCc2ccccc2Cl)n1C1CCCCC1
33. Cc1cccc(-n2c(SCC(=O)NCc3ccc4c(c3)OCO4)nc3ccccc3c2=O)c1
34. CCN(CC)C(=O)/C(=C\c1cccc([N+](=O)[O-])c1)NC(=O)c1ccco1
35. COc1cc(NC(=O)C2CC(=O)NC3=C2C(=O)CCC3)cc(OC)c1 (configuration not stated)
36. CCOc1ccccc1N1C(=O)CC(Sc2n[nH]c(-c3ccccc3)n2)C1=O (configuration not stated)
37. CCS(=O)(=O)N1Cc2ccccc2CC1C(=O)Nc1ccc(C)cc1 (configuration not stated)
38. CC(C)C(NS(=O)(=O)c1cccs1)C(=O)NCCN1CCN(c2ccccc2)CC1 (configuration not stated)
39. CC1=C(C(=O)OCC(C)C)C(c2cccs2)NC(=S)N1 (configuration not stated)
40. COc1ccc(NC(=O)CC(NCc2ccccn2)C(=O)O)cc1 (configuration not stated)

Compound,31,32,33,34,35,36,37,38,39,40
FLuc inhib CS,-9,-8,-10,-6,-2,2,-2,-5,-3,-9
STAT1 act,101,100,91,102,103,99,103,102,93,101
APP 5'UTR act,22,6,-4,19,3,-33,16,8,-6,16
APP transl inh,-22,-6,4,-19,-3,33,-16,-8,6,-16
STAT3 inh,0,-4,12,-1,-2,5,-3,9,7,4
NF-kB expr up,1,1.5,0.74,1.3,1,0.88,1.8,0.96,1.5,1.1
ROMK primary,.,-0.94,.,-0.19,.,-0.9,-0.016,.,.,0.0043
FLuc act counter,1.1,1.1,1.1,1.1,1,1,1,1.1,1,1.1
STAT1 blocker,-2,-3,10,-3,-3,0,-3,-3,7,-3
STAT3 act,104,107,92,99,105,98,103,96,90,101

41. COC(=O)C1CCN(C(=O)c2cc(OC)c(OC)c(OC)c2)CC1
42. O=C(Oc1ccc(/C=N/O)cc1)c1ccccc1Cl
43. Cc1noc(N)c1C(=O)Nc1ccc(F)cc1
44. NC(=O)CC1SC(N)=NC1=O (configuration not stated)
45. O=C1CC(C2CCCO2)C(=O)N1Cc1ccccc1 (configuration not stated)
46. C=CCOc1nc2c(c(=O)n(C)c(=O)n2C)n1C
47. CC(C)CNc1nc(N)c([N+](=O)[O-])c(NCC2CCCO2)n1 (configuration not stated)
48. N#Cc1nc(-c2ccc(OCc3ccc(Cl)cc3)cc2)oc1NCc1cccnc1
49. CC(C)CCn1cnc2c(NCc3ccccc3)ncnc21
50. CC(C)N(Cc1nc(-c2ccccc2)no1)C(=O)CSc1ccccc1

Compound,41,42,43,44,45,46,47,48,49,50
FLuc inhib CS,-4,18,-4,-7,2,-8,-7,-1,-5,-1
STAT1 act,97,142*,97,94,99,115,114,99,103,92
APP 5'UTR act,9,61,3,10,-1,2,-9,20,11,-3
APP transl inh,-9,-61,-3,-10,1,-2,9,-20,-11,3
STAT3 inh,3,5,25,2,-4,9,10,15,-4,10
NF-kB expr up,1.1,2,1.1,1,1.2,1.2,0.88,1.8,1.4,0.88
ROMK primary,-0.13,.,0.062,-0.72,0.35,.,-0.36,.,0.73,-2.3
FLuc act counter,1,0.8,1,1.1,1,1.1,1.1,1,1,1
STAT1 blocker,4,-48,3,7,2,-17,-16,1,-3,8
STAT3 act,100,100,80,97,104,92,90,92,103,94

51. CC(C(=O)OCC(=O)Nc1ccc2c(c1)OCO2)N1C(=O)c2ccccc2C1=O (configuration not stated)
52. COc1ccc2c(c1)CC/C2=N\OC(=O)c1ccccc1OC
53. Cc1cnc(NC(=O)c2ccc(OCC3CCCO3)cc2)s1 (configuration not stated)
54. CCOC(=O)C1=C(O)/C(=C/c2cc(OC)c(O)c(OC)c2)SC1=Nc1ccc(OC)cc1

Compound,51,52,53,54
FLuc inhib CS,2,72*,95*,-4
STAT1 act,98,108,52,102
APP 5'UTR act,7,25,128,-7
APP transl inh,-7,-25,-128,7
STAT3 inh,13,20,78*,-11
NF-kB expr up,1.1,1.7,3.9*,1.2
ROMK primary,.,.,-0.2,-1.5
FLuc act counter,1,0.3,0,1
STAT1 blocker,2,-10,51*,0
STAT3 act,95,86,38,106
